PPARg SRC-1 ag: PPARgamma agonists recruiting SRC-1 coactivator, primary screen, biochemical; PPARgamma-SRC-1 coactivator recruitment biochemical assay; activation, % at 8 µM; hit rate 0.41% among 200,000; AID 631, 2007; in the data active = activation above about 19%;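 note: 0% = DMSO and 100% = reference agonist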
TLR4 MyD88 comp: inhibitors of TLR4-MyD88 association in cells, primary screen, cell-based, HeLa CL3-4, BLA complementation, FRET ratio; Toll-like receptor 4 (Homo sapiens) + Myeloid differentiation primary response protein …; AID 861, 2007; hit rate 0.18% among 200,000; HeLa CL3-4 TLR4/MyD88 BLA complementation; inhibition, % at 8.4 µM; in the data active = inhibition above about 25%;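 note: 0% = vehicle and 100% = reference inhibitor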
S1P3 antagonist: S1P3 receptor antagonists, primary screen, cell-based | inhibition, % at 4.98 µM | CHO S1P3 NFAT-BLA reporter, FRET fluorescence, antagonist mode | hit rate 0.27% among 170,000;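 active = inhibition above the plate cutoff, the mean inhibition of test wells on that plate plus 3 SD, cut at about 28% in these data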;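 note: cells challenged with S1P at its EC80 of 0.8 µM; blue over green emission ratio from cleaved BLA substrate after 4 h stimulation; 0% = S1P-stimulated wells and 100% = unstimulated DMSO-only wells; some compounds past the cut are filed as inactive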
Target sequence (Q99500 whole entry, looked up): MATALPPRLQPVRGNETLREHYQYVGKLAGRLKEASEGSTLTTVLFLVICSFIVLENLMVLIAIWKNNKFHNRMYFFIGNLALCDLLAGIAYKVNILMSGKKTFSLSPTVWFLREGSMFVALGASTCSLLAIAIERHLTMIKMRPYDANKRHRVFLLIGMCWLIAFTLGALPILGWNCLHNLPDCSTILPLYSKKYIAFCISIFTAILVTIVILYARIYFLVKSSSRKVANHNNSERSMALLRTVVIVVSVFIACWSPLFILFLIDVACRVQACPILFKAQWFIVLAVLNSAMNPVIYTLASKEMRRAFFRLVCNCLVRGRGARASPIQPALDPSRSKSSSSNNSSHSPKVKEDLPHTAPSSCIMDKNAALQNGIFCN
ROMK mod: ROMK potassium channel modulators, primary screen, cell-based, thallium flux, MLSMR library; ATP-sensitive inward rectifier potassium channel 1 (Homo sapiens), P48048; Tet-inducible ROMK, thallium flux fluorescence; actives lie on both sides; B-score at 10 µM; hit rate 2% among 130,000; AID 1918, 2009;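 active = signal ratio slope over the read window, or its plate-corrected B-score, at least 3 SD from the plate mean, either direction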;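 note: B-score of the F/F0 ratio slope over 7 to 12 s after thallium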
Target sequence (P48048 whole entry, looked up): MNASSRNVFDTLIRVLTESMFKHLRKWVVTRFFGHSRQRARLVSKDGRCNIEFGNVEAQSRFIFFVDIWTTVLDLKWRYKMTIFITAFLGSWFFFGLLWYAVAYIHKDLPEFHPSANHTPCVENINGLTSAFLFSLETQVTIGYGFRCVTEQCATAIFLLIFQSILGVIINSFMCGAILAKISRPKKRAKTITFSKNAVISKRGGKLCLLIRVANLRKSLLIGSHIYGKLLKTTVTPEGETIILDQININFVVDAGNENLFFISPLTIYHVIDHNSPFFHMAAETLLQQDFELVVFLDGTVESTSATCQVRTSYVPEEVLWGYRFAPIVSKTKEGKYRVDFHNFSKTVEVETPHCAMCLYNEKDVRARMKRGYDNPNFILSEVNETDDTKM
PPARg SRC-3 ag: PPARgamma agonists recruiting SRC-3 coactivator, primary screen, biochemical | biochemical PPARgamma/SRC-3 coactivator recruitment assay | activation, % at 8 µM | hit rate 0.26% among 200,000 | AID 731, 2007; in the data active = activation above about 23%;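 note: 0% = DMSO and 100% = reference agonist; some compounds past the cut are filed as inactive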
bIAP inhibitor: bovine intestinal alkaline phosphatase inhibitors, primary screen, selectivity assay for TNAP inhibitor project, biochemical, bovine IAP, CDP-star luminescence; alkaline phosphatase, intestinal [Bos taurus]; purified bovine IAP, 30 min; inhibition, % at 20 µM; 190,000 tested, under 10 active;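 active = over 50% inhibition of intestinal alkaline phosphatase at 20 µM in the single-dose screen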
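System: Purified bovine intestinal alkaline phosphatase (IAP) enzyme | Input: IAP diluted 1/65,000,000 in the well | Also added: CDP-star chemiluminescent phosphatase substrate, 30 µM final | Dosing: 20 µM single dose | Times: Enzyme reaction for 30 min at room temperature | Detection: Luminescence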
DTT redox prof: compounds producing H2O2 with reducing agent – biochemical, NIH compound library profiling, artefact control for MLSCN library redox annotation, primary screen; AID 878, 2007; hit rate 0.03% among 200,000; DTT-dependent redox cycling H2O2, phenol red/HRP absorbance; 100% = 100 µM peroxide control, 0% = buffer; activation, % at 10 µM;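 active = activation of at least 50% relative to the plate's high and low controls in the primary single-dose screen; inactive = activation below 50%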;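 note: compound incubated with DTT at 0.8 mM final as the reducing agent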
PPARg SRC-2 ag: agonists of PPARg-SRC-2 recruitment, primary screen, biochemical, HTS; Peroxisome proliferator-activated receptor gamma (Homo sapiens), P37231; PPARgamma LBD-SRC-2 recruitment; activation, % at 8 µM; hit rate 0.34% among 200,000; in the data active = activation above about 22%;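 note: 0% = vehicle and 100% = reference agonist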
L major viab: Leishmania major promastigote growth inhibition, primary screen | Leishmania major promastigotes, resazurin fluorescence viability | inhibition, % at 10 µM | hit rate 9% among 200,000 | AID 1063, 2008; in the data active = inhibition above about 50%;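 note: promastigotes grown with compound for 44 hours at 28 °C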
bIAP act: bovine intestinal alkaline phosphatase activators, primary screen, biochemical, bovine IAP, CDP-star luminescence; alkaline phosphatase, intestinal [Bos taurus]; purified bovine IAP, 30 min; hits give high values; fold of DMSO-control signal, blank-subtracted; activation factor at 20 µM; hit rate 0.17% among 200,000;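 active = activation factor of 2 or more at 20 µM, a signal rise over negative controls twice the positive control's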
SRC2 TRFRET art: TR-FRET signal artefacts, primary screen, artefact control for PPARgamma SRC-2 agonist project, biochemical; TR-FRET artefact counter-screen; hits give high values; hit rate 0.4% among 200,000; AID 1049, 2008; TR-FRET ratio at 8 µM; in the data active = TR-FRET ratio above about 2000; note: inactives centre near 1500
The depositor's hits bear a star; / = no result given.

No.	SMILES	PPARg SRC-1 ag	TLR4 MyD88 comp	S1P3 antagonist	ROMK mod	PPARg SRC-3 ag	bIAP inhibitor	DTT redox prof	PPARg SRC-2 ag	L major viab	bIAP act	SRC2 TRFRET art
1	CON(C)c1nc(OCCNC(=O)OCc2ccc(Cl)cc2Cl)nc(N(C)C)n1	0	4	21	-0.46	-5	-4	-3.7	1	11	1	1644
2	OC(Cn1ccnc1)c1ccc(Cl)cc1Cl (stereo not drawn)	4	-9	/	-0.008	5	2	-0.3	-2	6	1	1734
3	CC(C)C(NC(=O)COc1ccc2ccccc2c1)C(=O)N/N=C/C=C/c1ccccc1 (stereo not drawn)	4	7	/	0.23	1	11	0.1	-8	6	0.9	1433
4	CN(C)/C=N/C(=S)Nc1ccccc1	4	-20	-21	0.3	-2	6	-0.7	0	-5	0.9	1611
5	C=CCSC1=N/C(=C\c2sccc2C)C(=O)S1	-2	4	/	/	-9	14	3.3	-5	-13	0.9	1482
6	Cc1cc2nc(C)n3c4ccccc4nc3n2n1	13	-3	0	0.0057	11	0	-0.4	7	11	1	1532
7	O=C(NCc1ccc2c(c1)OCO2)C1(S(=O)(=O)c2ccccc2)CC1	-3	-1	/	/	3	16	0.6	6	-2	0.8	1492
8	CCCCNC(=O)CN(c1cccc(F)c1)S(C)(=O)=O	-4	8	/	0.54	12	-4	0.8	5	-6	1	1467

The final 2 records of the part before open the next one.
No.	SMILES	PPARg SRC-1 ag	TLR4 MyD88 comp	S1P3 antagonist	ROMK mod	PPARg SRC-3 ag	bIAP inhibitor	DTT redox prof	PPARg SRC-2 ag	L major viab	bIAP act	SRC2 TRFRET art
7	O=C(NCc1ccc2c(c1)OCO2)C1(S(=O)(=O)c2ccccc2)CC1	-3	-1	/	/	3	16	0.6	6	-2	0.8	1492
8	CCCCNC(=O)CN(c1cccc(F)c1)S(C)(=O)=O	-4	8	/	0.54	12	-4	0.8	5	-6	1	1467
9	CCc1ccccc1NC(=O)C1c2ccccc2Oc2ccccc21	8	7	-5	0.48	-1	4	-0.5	0	-1	1	1664
10	O=C(/C=C/c1cccc([N+](=O)[O-])c1)NC(=S)Nc1ccc(CN2CCOCC2)cc1	3	-2	-15	/	-3	4	0.3	-4	11	1	1525
11	COc1ccc(N/C=C(/C(C)=O)c2ccccc2)cc1	8	9	/	/	12	3	-0.6	6	-8	1	1696
12	Cc1ccc(-n2nnnc2SCC(=O)Nc2cccnc2Cl)cc1	-1	-7	9	-0.56	-1	-1	-0.1	3	-9	1	1692
13	Cc1c(C(=O)NCCN2CCOCC2)oc2ccc(S(=O)(=O)N3CCCCCC3)cc12	-7	-5	/	-0.29	-5	-3	-0.6	3	-6	1	1364
14	Cc1ccc(CNC(=O)C(OC(=O)c2ccco2)C(C)C)cc1 (stereo not drawn)	-2	6	-16	-0.68	-2	6	0.3	-3	-1	0.9	1512
15	CCN(CC)c1nc(-c2ccccc2)cc(C(F)(F)F)c1C#N	4	-27	/	/	4	28	-0.9	3	4	0.7	1529
16	COc1ccc(C(=O)c2c[nH]c(C(=O)NCc3cccs3)c2)cc1	1	8	/	0.99	4	0	1.2	7	-9	1	1598
17	CCOC(=O)c1[nH]c2ccccc2c1NC(=O)c1ccc2c(c1)OCO2	10	1	11	/	17	-7	-1.5	3	0	1.1	1822
18	S=C(NCc1ccco1)N/N=C/c1ccc(Cl)cc1	9	-3	-11	0.35	3	6	-0.6	1	-3	0.9	1672
19	Cc1cc(C)cc(N(C(=O)c2ccc3c(c2)OCO3)C2C=CS(=O)(=O)C2)c1 (stereo not drawn)	5	12	-10	/	-3	-3	0.2	-5	5	1	1720
20	C/C=C/Cn1c(SC)nc2c1c(=O)[nH]c(=O)n2C	-3	-11	-48	/	-1	5	-0.8	9	-8	0.9	1448
21	COC(=O)c1ccc(NC(=O)CO/N=C2\CCCc3nonc32)cc1	4	7	-5	-0.34	5	-4	-0.1	3	-3	1	1422
22	CCOc1ccc(-n2cc(-c3ccccc3)c3c(N4CCOCC4)ncnc32)cc1	7	-5	-7	0.67	-2	-10	-0.5	5	21	1.1	1622
23	CC(C)[C@H](NC(=O)c1ccccc1Cl)C(=O)Nc1nc(-c2ccccn2)cs1	8	-3	2	0.23	5	18	0.3	5	99*	0.8	1434
24	CCOC(=O)C1=C(C)NC(=O)C(C(N)=O)C12CCCC2 (stereo not drawn)	5	9	/	0.67	2	15	1.0	0	-6	0.9	1459
25	COC(=O)c1ccc(-c2nn(C)c(=O)c3ccccc23)cc1	4	2	-7	/	11	10	-0.4	5	-4	0.9	1483
26	O=C(CCCCCN1C(=O)c2ccccc2C1=O)NCCc1nc2ccccc2[nH]1	7	-4	-25	/	-11	4	-1.2	8	-7	1	1516
27	Cc1ccc(C)c(NCc2ccccc2CO)c1	-2	-16	-16	-0.67	-2	0	0.8	-1	10	1	1363
28	Cc1ccccc1-c1nsc(SCC(=O)Nc2ccc3c(c2)OCO3)n1	-5	-16	-5	/	-3	0	0.6	-5	-8	1	1350
29	O=C(Oc1cccnc1)c1cccc(Cl)c1	-2	-5	-19	/	4	3	1.8	13	-3	1	1593
30	CCn1c(SCC(=O)N2CCN(c3ccc(F)cc3)CC2)nc2ccccc2c1=O	6	-2	-4	/	-11	0	2.9	8	16	1	1369
31	C1CCCN(CCCCN2CCCCCC2)CC1	-1	6	/	1.4	4	17	0.1	-3	2	0.8	1570
32	COCCNC(=O)C(OC(=O)c1cccs1)c1ccccc1 (stereo not drawn)	-4	0	-10	/	-4	-5	2.0	-2	-6	1.1	1502
33	CCN1CCC(NC(=O)c2cc(OC)c(OC)cc2OC)CC1	5	15	-10	/	3	2	-2.6	17	-3	1	1541
34	COC(Cc1nnc(SC)n1-c1ccc(Cl)cc1)OC	10	0	/	/	-8	2	1.2	-2	-5	1	1544
35	CC(C)(C)c1nnc(NC(=O)Cc2ccccc2[N+](=O)[O-])s1	-3	-3	1	-0.19	2	4	0.2	1	37	1	1421
36	Cc1ccc(-n2c3c(c(=O)[nH]c2=S)C(C(F)(F)F)(C(F)(F)F)NC(=O)N3)cc1	0	-10	/	/	0	-9	0.2	7	-3	1.1	1605
37	CCN(CC)S(=O)(=O)c1cccc(NC(=O)c2cc(-c3cccs3)nn2-c2ccccc2)c1	6	-14	1	0.02	1	9	0.8	3	98*	0.9	1513
38	CCCC(=O)Nc1c(-c2ccccc2)c(=O)c(C)nn1-c1ccc(Cl)cc1	-4	-2	-19	/	-4	30	0.2	6	2	0.7	1572
39	COc1cccc(NC(=O)COC(=O)c2ccco2)c1	3	8	/	/	1	4	-0.2	3	-10	1	1459
40	COc1ccccc1NC(=O)CSc1nnc(-c2ccccc2)o1	1	-5	-50	/	-13	6	-0.8	0	1	0.9	1410
41	CCO[C@H]1OC(C(=O)NC2CC2)=C[C@@H](c2ccc(Br)cc2)[C@@H]1CCCO	5	-7	-31	/	1	4	-0.2	8	-3	1	1458
42	O=C(Nc1cccnc1)c1ccc(S(=O)(=O)c2ccc(Cl)cc2)cc1	1	-3	-6	-0.51	3	8	-0.3	-1	30	0.9	1593
43	CN([C@@H](Cc1ccc(OS(=O)(=O)c2cccc3cnccc23)cc1)C(=O)N1CCN(c2ccccc2)CC1)S(=O)(=O)c1cccc2cnccc12	4	-7	-8	/	-1	10	2.5	4	98*	0.9	1557
44	COc1ccccc1N1CCN(C(=O)c2ccc(Cl)c(S(=O)(=O)NCc3ccco3)c2)CC1	-1	5	/	0.015	-14	-1	0.1	-5	-2	1	1558
45	COc1ccc(NC(=O)CSc2ncccc2C(=O)OC(C)C)cc1OC	5	4	/	/	-8	-4	-0.2	13	2	1	1582
46	O=C(Cc1cccs1)N/N=C/C(Br)=C/c1ccccc1	-1	5	/	/	8	19	-3.3	5	-1	0.8	1606
47	CCn1c(=O)c(NC(=O)c2ccccc2)c2n(c1=S)CCCCC2	2	4	/	0.25	-8	7	0.2	7	4	0.9	1546
48	CN(C)CCNC(=O)c1ccc(Sc2ccc(Br)cc2)c([N+](=O)[O-])c1	2	-14	5	-2.8*	6	-2	-1.5	4	100*	1	1727
49	Cc1ncc(S(=O)(=O)c2ccccc2)c(-c2ccc(Cl)cc2Cl)n1	-3	-10	/	/	10	7	-4.8	10	2	0.9	1684
50	O=C(CN1CCC(n2nnc3cc(C(F)(F)F)ccc32)CC1)Nc1ccc2c(c1)OCCO2	-3	-11	-3	/	-4	-15	0.9	5	18	1.2	1660
51	Cc1ccccc1NC(=O)C1CC(Cl)=CCC1C(=O)O (stereo not drawn)	2	-1	3	/	0	1	3.9	-4	-9	1	1464
52	CC(/C=C/c1ccccc1)=N\Nc1ccccc1[N+](=O)[O-]	12	-18	-18	0.5	3	-2	1.4	-2	-2	1	1573

Assay outcomes as filed in PubChem BioAssay.
